Screening data: PubChem, National Center for Advancing Translational Sciences (NCATS)
IL1B secr inh – inhibitors of inflammasome signaling (IL-1 beta secretion). THP-1 LPS/ATP IL-1B secretion, AlphaLISA, 16 h; hits give low values. activity change, % at 57.5 µM. 360,000 tested, 4.7% active. AID 743279; in the data active = activity change below about -50%; inconclusive = mostly about -30% to -49%; note: % is set by controls: 0 for no effect and ±100 for the full control effect
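THP-1 cells pretreated 1 hr with compounds (up to 57.5 uM final), then stimulated with LPS (250 ng/mL final) plus ATP (1.25 mM final); secreted IL-1B measured by AlphaLISA after 16 hr, decreased signal indicating inhibition.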
HT1080 IDH1KD tx – toxicity to HT-1080 IDH1 knockdown cells (counter line). 360,000 tested, 2% active. HT-1080 IDH1 knockdown viability, ATP luminescence, 48 h. AID 686971. Potency, µM (doses to about 46.1 µM), for inactives: top-dose activity, negative = toxicity, most hits filed as cytotoxic;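 note: potency is the fitted concentration of half-maximal effect; 0% = DMSO wells and -100% = cell-free medium wells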
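CellTiter-Glo luminescence after 48 h compound exposure at 37 degrees C of IDH1-knockdown HT-1080 cells in 5% FBS RPMI. %Activity scaled between DMSO wells and cell-free media wells, with curves fitted and assigned curve classes.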
S2 tox – viability counter-screen for ATXN expression inhibitors. S2 cells (HEK-293 line with an ATXN2-luciferase reporter) viability, CellTiter-Fluor protease fluorescence, 24 h. Potency, µM (highest dose often 56.7 µM), actives largely listed as cytotoxic. 400,000 tested, 0.49% active. AID 651635; note: potency is the fitted concentration of half-maximal effect; nearly all actives have a fitted effect of over 40% in size
HT1080NT lethal – kills 2HG-producing HT-1080-NT fibrosarcoma cells; HT-1080-NT fibrosarcoma viability, CellTiter-Glo ATP luminescence, 48 h; 360,000 tested, 1.6% active; AID 686970; Potency, µM (titrated, usually from 46.1 µM), for the others: at the top dose activity, negative = less viability, hits mostly cytotoxic;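 note: NT is the 2HG producing partner of a matched IDH1 knockdown line; potency is the fitted concentration of half-maximal effect; 0% = DMSO-treated cells and -100% = media-only wells without cells; nearly all actives have a fitted effect of over 55% in size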
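Viability of the 2HG-overproducing fibrosarcoma line after 48 hours of compound exposure at 37 degrees C was determined by luminescence with CellTiter-Glo, and concentration-effect curves were then fitted and categorized.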
MCF10A rereplic – DNA re-replication induction in MCF 10a cells. MCF 10A DNA re-replication, Hoechst nuclear intensity, 48 h. Potency, µM (highest dose often 46.1 µM), without a hit: at the top dose activity, positive = re-replication, actives largely listed as activators. 350,000 tested, 2.9% active. AID 624296; note: potency is the fitted concentration of half-maximal effect; % of control where 0% means no effect; nearly all actives have a fitted effect of over 50% in size
KB-3-1 cytotox – kills parental KB-3-1 adenocarcinoma cells. KB-3-1 viability, CellTiter-Glo ATP luminescence, 72 h. Potency, µM (highest dose often 46.1 µM), for inactives: at the highest dose activity change, negative = cytotoxic, most hits filed as cytotoxic. 400,000 tested, 1.4% active; note: potency is the fitted concentration of half-maximal effect; % is set by controls: 0 for no effect and ±100 for the full control effect; nearly all actives have a fitted effect of over 60% in size
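KB-3-1 cells, DMEM (no phenol red) + 10% FBS; compound by pin transfer, 72 h, 37 °C. Readout: CellTiter-Glo luminescence after 10 min. Data normalized, curve-fitted.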
KB-V1 MDR tox – KB-V1 MDR subline cytotoxicity. AID 1347076. Potency, µM (series often up to 46.1 µM), for inactives: at the top dose activity change, negative = cytotoxicity, hits mostly cytotoxic. KB-V1 MDR cells viability, CellTiter-Glo, 72 h. 400,000 tested, 3.4% active; note: potency is the fitted concentration of half-maximal effect; % is set by controls: 0 for no effect and ±100 for the full control effect; nearly all actives have a fitted effect of over 60% in size
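KB-V1 cells (P-gp-expressing MDR subline of KB-3-1) in phenol-red-free DMEM with 10% FBS were exposed to library compounds over a concentration series for 72 h at 37 degrees C. Viability read by CellTiter-Glo luminescence; concentration-effect curves fitted after normalization.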
SW480 rereplic – induces DNA re-replication in SW480 colon adenocarcinoma cells; 340,000 tested, 1.8% active; Potency, µM (highest dose often 46.1 µM), for the others: top-dose re-replication activation, usual class: activators; SW480 DNA re-replication, Hoechst DNA content imaging, 48 h; note: potency is the fitted concentration of half-maximal effect; % of control where 0% means no effect; nearly all actives have a fitted effect of over 55% in size
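SW480 cells exposed to compounds for 48 hr at 37 C, 5% CO2, then Hoechst-stained 40 min. Nuclear DNA content imaged by fluorescence scanning (405 nm excitation, 500-530 nm emission); re-replication scored as increased high-intensity nuclei.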
ATXN2 expr inh – ATXN2 expression inhibition; 360,000 tested, 0.72% active; Potency, µM (highest dose often 57 µM), inactives show top-dose activity change, negative = inhibition, usual class: inhibitors; AID 1745845; HEK-293 ATXN2-luciferase reporter, luminescence, 24 h; note: potency is the fitted concentration of half-maximal effect; % is set by controls: 0 for no effect and ±100 for the full control effect; nearly all actives have a fitted effect of over 55% in size
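ATXN2-luciferase reporter cells (luciferase flanked by upstream and downstream ATXN2 gene portions) were treated 24 h at 37 °C with compounds at up to 57 uM. SteadyGlo luminescence gave expression; GF-AFC fluorescence gave viability.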
* = called active by the depositor; i = inactive; ? = inconclusive; / = not tested or not shown; [ ] = another dose, or the depositor's remark. Unless noted, calls come from the whole dose curve; as a rule, active = well fitted curve in the direction sought with a large enough effect; inconclusive = small, poorly fitted or top-dose-only effect, or another doubt; inactive = no such curve, though single readings can be large; an effect the other way counts as inactive or inconclusive. Outcome played no part in choosing rows (roughly 11% active in at least one column).

Compound	IL1B secr inh	HT1080NT lethal	ATXN2 expr inh	HT1080 IDH1KD tx	S2 tox	KB-V1 MDR tox	SW480 rereplic	KB-3-1 cytotox	MCF10A rereplic
CC(=O)Nc1ccc2nc3ccccc3nc2c1	-23	4%	10%	-1%	/	21%	5%	-3%	-6%
Cc1cc[n+](CC(=O)c2ccc(NC(=O)c3ccccc3)cc2)c2ccccc12	?	?	-29%	-21%	?	-1%	29%	10µM*	?
CCc1sc(C(=O)NCc2ccco2)cc1C	-23	-4%	0%	-5%	i	3%	-3%	-4%	1%
N#Cc1ccc(-c2nc3c(Cl)cc(C(F)(F)F)cn3c2Cc2ccccc2C(F)(F)F)cc1	23	13%	8%	?	i	-4%	/	-12%	/
COC(=O)c1[nH]c2ccc(F)cc2c1NC(=O)CCN1CCN(Cc2ccc3c(c2)OCO3)CC1	-1	-9%	-12%	-9%	i	?	1%	-5%	2%
CN(Cc1cnn(-c2ccc(F)cc2)c1)C(=O)[C@H]1O[C@@H](n2cnc3c(N)ncnc32)[C@H](O)[C@@H]1O	13	14%	-20%	3%	i	-5%	/	0%	/
O=C(COc1ccccc1F)NC1CCN(Cc2ccccc2)CC1	13	4%	3%	11%	i	?	-1%	3%	14%
Cn1nnnc1SC(C(=O)Nc1cccc(C(F)(F)F)c1)c1ccccc1 (centres undefined)	-72*	-7%	-13%	-16%	i	?	0%	1%	?
COc1ccc(CNC(=O)c2csc3c2CCCC3)cc1	-5	3%	19%	25%	i	2%	-1%	7%	?
Cc1ccc(F)c(NC(=O)c2cncn2-c2ccccc2)c1	-9	13%	-12%	0%	i	1%	-2%	9%	-2%
O=C(NNS(=O)(=O)c1cccc(Cl)c1)c1cc(-c2ccc(F)cc2)nc2ccccc12	-12	-9%	-18%	-18%	i	-23%	8%	-5%	78%
CCOC(=O)c1cc2sc(C)cc2n1CC(=O)NCCc1ccccc1	-23	-29%	-9%	-5%	i	?	-2%	17%	-3%
CC(CCc1ccccc1)NC(=O)C1CC1 (centres undefined)	13	0%	/	14%	i	1%	?	?	1%
O=C1N(Cc2cccnc2)C[C@@H]2C[C@@H](c3ccccc3C#Cc3ccccc3)N3CCC[C@@]123	-11	0%	-17%	?	i	?	-26%	-8%	-6%
Cc1ccc(C)c(-c2cc(C(=O)N/N=C/c3cccnc3)c3ccccc3n2)c1	-15	-22%	-4%	-24%	i	-13%	-1%	-13%	18%
COc1ccccc1CCC(=O)Nc1ccc(OC)c(S(=O)(=O)N2CCCCC2)c1	6	-1%	-8%	-4%	i	6%	-7%	-15%	1%
CCS(=O)(=O)c1nc(S(=O)(=O)c2ccc(Cl)cc2)c(N2CCCC2)s1	2	-6%	/	-1%	i	-4%	-5%	-9%	5%
OCCCNCc1ccc(N(c2ccccc2)c2ccccc2)cc1	-94*	?	?	16µM*	?	?	?	?	38%
COc1ccc(N2CCN(C(=O)C3(C)CC3(Cl)Cl)CC2)cc1 (centres undefined)	0	16%	20%	14%	i	-12%	0%	-2%	-5%
CC1(C)CC2CC(C)(CN2C(=O)C23CCC(C)(C(=O)O2)C3(C)C)C1 (centres undefined)	19	-1%	-17%	2%	i	-23%	0%	-4%	-6%
CC(C)CCN1C(=O)CC(NNC(=O)c2ccc(S(=O)(=O)N3CCCC3)cc2)C1=O (centres undefined)	4	-6%	/	4%	i	-2%	-10%	0%	-2%
O=C(Nc1cc(Cl)ccc1N1CCOCC1)c1cnccn1	-5	-5%	-10%	-1%	i	-11%	1%	-11%	2%
COc1ccc2[nH]c3c(c2c1)CCN1C(=O)C(CC(=O)NCCCn2ccnc2)C[C@H](C(=O)N2CCCCC2)[C@@]31C (some centres undefined)	-5	5%	3%	5%	i	2%	-6%	13%	3%
O=C(CCN1CCOCC1)NC1CCCN(Cc2ccccc2F)C1 (centres undefined)	14	0%	1%	0%	?	/	-3%	/	1%
CCOc1ccc(NC(=O)c2ccco2)cc1S(=O)(=O)N1CCCC1	0	12%	4%	7%	i	?	-7%	13%	2%
CN(C(=O)CC1C(=O)NCCN1Cc1cccc(F)c1F)C1CCOCC1 (centres undefined)	10	-3%	3%	1%	i	/	-4%	/	-11%
CCCCC(CC)C1OCC(CN2CCCCC2)O1 (centres undefined)	27	6%	/	0%	i	28%	-2%	0%	-4%
CCOC(=O)c1c(NC(=O)Cc2cccs2)sc(C(=O)N2CCCCC2)c1C	-9	-3%	-3%	-12%	?	-21%	1%	-1%	?
CCOc1ccc(C(=O)NCC(=O)N2CCC3CCCCC3C2)cc1OCC (centres undefined)	0	20%	-10%	24%	i	?	-8%	0%	16%
CN(C)CCCN(C(=O)CCS(=O)(=O)c1ccccc1)c1nc2cc3c(cc2s1)OCO3	-107*	-11%	?	6%	?	?	?	?	5.2µM*
Cc1ccc(C(=O)NC(C(=O)NC2CCCC2)c2ccccc2)cc1 (centres undefined)	5	11%	3%	22%	?	-18%	2%	-1%	-1%
CCc1ccc2[nH]c(O)c(N=NC3=NC(=O)CS3)c2c1	37	-2%	-18%	-2%	i	-8%	-16%	-2%	8%
CCN1C[C@@H]2[C@@H]3C(=O)N(C)C(=O)[C@@H]3[C@](C)(C1=O)N2C(=O)c1ccc(C(C)(C)C)cc1	4	12%	9%	1%	i	3%	-9%	10%	-11%
C=CCOc1ccc(C(=O)NC2CCCCC2)cc1	?	11%	31%	15%	i	-4%	-6%	-2%	11%
CC(C)c1ccc(S(=O)(=O)N2CCC(n3c(C(F)(F)F)nc4cccnc43)CC2)cc1	/	/	-5%	/	i	0%	/	-2%	/
COCCSc1ccccc1C(=O)Nc1ccc(Br)cc1	-8	5%	-25%	-1%	?	-3%	-5%	0%	?
COCCCN(C)C1CCN(C(=O)Nc2ccc(F)cc2)CC1	3	0%	5%	4%	i	0%	-8%	7%	17%
CC(C)c1ccc(NC(=O)[C@H](Cc2c[nH]c3ccccc23)NC(=O)[C@@H]2Cc3ccccc3CN2)cc1	-22	-14%	25%	-18%	?	-20%	?	?	21µM*
CCOc1cc2c(cc1OC)C(NC(=O)c1ccco1)CC2=O (centres undefined)	1	3%	-21%	3%	i	-4%	-3%	5%	0%
COc1cccc(C(=O)N2CCC[C@@H]2C(=O)N2CCC[C@H]2C(=O)NCc2ccncc2)c1	56	20%	-2%	1%	i	?	/	20%	/

An excerpt from above, showing only HT1080NT lethal.
SMILES,HT1080NT lethal
CCc1ccc2[nH]c(O)c(N=NC3=NC(=O)CS3)c2c1,-2%
CC(C)c1ccc(NC(=O)[C@H](Cc2c[nH]c3ccccc23)NC(=O)[C@@H]2Cc3ccccc3CN2)cc1,-14%

Other records follow.
Compound	IL1B secr inh	HT1080NT lethal	ATXN2 expr inh	HT1080 IDH1KD tx	S2 tox	KB-V1 MDR tox	SW480 rereplic	KB-3-1 cytotox	MCF10A rereplic
O=C(O)Cn1c(O)c(C2=c3ccccc3=NC2=O)sc1=O	0	-10%	-12%	-2%	i	-10%	14%	-8%	5%
NC(=O)C1CCN(C(=O)CCSc2ccc(Cl)cc2)CC1	8	-1%	25%	-2%	i	-2%	1%	-3%	11%
Cc1ccccc1-c1cc2nccc(-c3cc(Cl)ccc3O)n2n1	/	/	-7%	/	i	-11%	/	1%	/
CCOc1ccc(CCNC(=O)C2CC(=O)N(c3ccc4c(c3)OCCO4)C2)cc1OCC (centres undefined)	-5	3%	5%	3%	i	?	-6%	-3%	1%
Cc1c(NC(=O)c2nn3c(C(F)(F)F)cc(-c4ccccc4)nc3c2Cl)c(=O)n(-c2ccccc2)n1C	-51*	19%	-19%	0%	i	-6%	-4%	-3%	0%
CCc1sc(C(=O)N2CCN(CC(=O)Nc3cccc(F)c3)CC2)cc1C	-14	6%	13%	-1%	i	0%	-13%	?	-1%
O=S(=O)(Nc1ccc(-n2cccc2)cc1)c1ccc(Cl)cc1Cl	11	-25%	-31%	?	?	-2%	-2%	3%	?
CN(CC(=O)Nc1ccc(F)cc1)C(=O)COC(=O)CNC(=O)c1ccc(Cl)cc1Cl	-9	0%	12%	5%	i	0%	-34%	-10%	-2%
CCc1nc(SCC(=O)N2CCCCCC2)c2c(=O)n(C)c(=O)n(C)c2n1	40	-1%	-12%	4%	?	?	-25%	-30%	1%
Cn1c(Cl)c(/C=N/OC(=O)C(C)(C)C)c2ccccc21	0	16%	-9%	27%	i	?	6%	11%	16%
COc1cc(C(C)=O)ccc1OC(C)C(=O)Nc1ccc(S(=O)(=O)N2CCCC2)cc1 (centres undefined)	8	5%	-4%	1%	i	0%	?	4%	13%
O=C(O)C(Oc1ccc2cc(-c3ccc(Cl)cc3)c(=O)oc2c1)c1ccccc1 (centres undefined)	-7	-9%	?	-1%	i	-4%	-16%	15%	?
COc1ccc(CNC(=O)CCS(=O)(=O)c2cccc3nonc23)cc1	-3	9%	98%[activator]	4%	i	7%	-6%	9%	1%
CCOc1ccc(OCC(=O)N2CCC3(CC2)CC(=O)c2ccccc2O3)cc1	-7	5%	1%	4%	?	?	0%	1%	?
CN(Cc1c(C(=O)N/N=C/c2cccc(F)c2)nnn1-c1nonc1N)C1CCCCC1	9	12%	4%	6%	i	5%	-1%	?	1%
Cc1ccc(N2CCN(S(=O)(=O)N3CCCCCC3)CC2)cc1Cl	10	13%	-14%	8%	i	-12%	5%	?	5%
